HT1080NT lethal = kills 2HG-producing HT-1080-NT fibrosarcoma cells; Potency, µM (highest dose often 46.1 µM), inactives show at the top dose activity, negative = less viability, most hits filed as cytotoxic; HT-1080-NT fibrosarcoma viability, CellTiter-Glo ATP luminescence, 48 h; 360,000 tested, 1.6% active;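 further: NT is the 2HG producing partner of a matched IDH1 knockdown line; 0% = DMSO-treated cells and -100% = media-only wells without cells; nearly all actives have a fitted effect of over 55% in size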
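Luminescent CellTiter-Glo readout after 48 hours of compound exposure at 37 degrees C defined viability of HT-1080-NT cells. Activity was normalized to DMSO wells and cell-free media wells; concentration-response curves were fitted and assigned curve classes.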
TDP-43 yeast inh = TDP-43 toxicity inhibition in yeast | TDP-43 expressing yeast growth rescue, BacTiter-Glo, 24 h | Potency, µM (doses to about 46.1 µM), inactives show at the highest dose growth rescue (activation), hits mostly activators | 410,000 tested, 1.8% active; further: % of control where 0% means no effect; nearly all actives have a fitted effect of over 50% in size
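Yeast expressing TDP-43 (pregrown in raffinose, seeded at OD600=0.02 in galactose medium) exposed to compounds 24 hr at 30 deg C. Growth read by BacTiter-Glo luminescence; rescue of toxicity appears as increased signal.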
GLP1R cytotox = cytotoxicity in counter-screen for GLP-1R inverse agonists | AID 624418 | Potency, µM (doses to about 38.3 µM), without a hit: at the top dose activity change, negative = inhibition, actives largely listed as inhibitors | HEK293 cAMP-luciferase reporter cells, luminescence, 24 h | 410,000 tested, 0.13% active;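 further: loss of luciferase light is scored as toxicity; on the % scale 0 is the no-effect control and ±100 the full control effect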
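A 23 nL compound transfer followed 12 hours of cell culture at 37 deg C; exposure then lasted 24 hr. Luciferase assay detection reagent was dispensed and plates read for luminescence after a 12 min room-temperature wait.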
KB-3-1 cytotox = kills parental KB-3-1 adenocarcinoma cells | AID 1347075 | Potency, µM (top dose mostly 46.1 µM), inactives show top-dose activity change, negative = cytotoxic, actives largely listed as cytotoxic | 400,000 tested, 1.4% active | KB-3-1 viability, CellTiter-Glo ATP luminescence, 72 h; further: on the % scale 0 is the no-effect control and ±100 the full control effect; nearly all actives have a fitted effect of over 60% in size
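Luminescent ATP read-out (CellTiter-Glo) measures survival of drug-naive KB-3-1 cells after 72 h compound exposure at 37 °C. Titration series was screened from lowest to highest concentration, with DMSO vehicle plates as background controls.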
GLP-1R agonist = agonists of human GLP-1 receptor | P43220 | HEK293 GLP-1R CRE-luciferase, luminescence, 4-6 h; cells express a hypersensitive GLP-1R form | Potency, µM (highest dose often 45.6 µM), without a hit: top-dose activation, actives largely listed as activators | 380,000 tested, 0.007% active; further: % of control where 0% means no effect
Target sequence (P43220 whole entry, looked up): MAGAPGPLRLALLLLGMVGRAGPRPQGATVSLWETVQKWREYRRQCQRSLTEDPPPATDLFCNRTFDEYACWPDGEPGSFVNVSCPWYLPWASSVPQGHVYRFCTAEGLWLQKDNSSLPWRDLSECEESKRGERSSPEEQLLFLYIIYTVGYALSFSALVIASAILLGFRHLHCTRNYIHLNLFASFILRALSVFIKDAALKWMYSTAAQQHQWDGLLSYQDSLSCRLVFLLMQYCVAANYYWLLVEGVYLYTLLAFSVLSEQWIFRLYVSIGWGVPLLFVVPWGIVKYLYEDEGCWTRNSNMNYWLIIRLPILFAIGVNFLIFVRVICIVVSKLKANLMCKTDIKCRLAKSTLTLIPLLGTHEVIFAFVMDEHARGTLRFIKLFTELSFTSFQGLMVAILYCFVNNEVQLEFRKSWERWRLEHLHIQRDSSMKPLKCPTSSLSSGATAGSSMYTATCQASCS
SW480 rereplic = inducers of DNA re-replication in SW480 colon cancer cells. 340,000 tested, 1.8% active. AID 624297. SW480 DNA re-replication, Hoechst DNA content imaging, 48 h. Potency, µM (doses to about 46.1 µM), without a hit: at the top dose re-replication activation, most hits filed as activators; further: % of control where 0% means no effect; nearly all actives have a fitted effect of over 55% in size
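SW480 cells exposed to compounds for 48 hr at 37 C, 5% CO2, then Hoechst-stained 40 min. Nuclear DNA content imaged by fluorescence scanning (405 nm excitation, 500-530 nm emission); re-replication scored as increased high-intensity nuclei.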
HT1080 IDH1KD tx = HT-1080 IDH1 knockdown cell toxicity (counter line); Potency, µM (doses to about 46.1 µM), without a hit: at the highest dose activity, negative = toxicity, hits mostly cytotoxic; HT-1080 IDH1 knockdown viability, ATP luminescence, 48 h; 360,000 tested, 2% active;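 further: 0% = DMSO wells and -100% = cell-free medium wells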
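IDH1KD HT-1080 cells, 750/well, RPMI + 5% FBS; compound pinned after 2 h settling; 48 h, 37 °C; CellTiter-Glo luminescence; % activity normalised to DMSO and no-cell wells; curves fitted, classed by r2 and efficacy.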
GLP-1R inv ag = inverse agonists of human GLP-1 receptor; P43220; HEK293 GLP-1R CRE-luciferase, luminescence, 24 h; GLP-1R form is constitutively active; Potency, µM (top dose mostly 38.3 µM), without a hit: at the top dose activity change, negative = inhibition, most hits filed as inhibitors; 410,000 tested, 1.6% active; AID 624417; further: on the % scale 0 is the no-effect control and ±100 the full control effect; nearly all actives have a fitted effect of over 55% in size
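Cells are plated, allowed 12 hours at 37 deg C, then treated with compounds for 24 hr before luciferase detection reagent is added and luminescence is read after 12 min at room temperature. The HEK293 line carries constitutively active GLP-1R with a cAMP-responsive reporter.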
KB-V1 cytotox = KB-V1 MDR subline cytotoxicity | 400,000 tested, 3.4% active | Potency, µM (series often up to 46.1 µM), for the others: at the highest dose activity change, negative = cytotoxicity, usual class: cytotoxic | KB-V1 MDR cells viability, CellTiter-Glo, 72 h | AID 1347076; further: on the % scale 0 is the no-effect control and ±100 the full control effect; nearly all actives have a fitted effect of over 60% in size
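Cells of the MDR subline KB-V1 are plated, dosed with compound at multiple concentrations, and incubated 72 h at 37 degrees C; CellTiter-Glo is then added and luminescence read after 10 min.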
* marks the source's active call; other numbers are inactive results; ? = inconclusive; . = no result given; & = joins results of further samples; [ ] = another dose, or the depositor's remark. The call rests on the fitted dose curve; in most records, active means well fitted curve in the direction sought with a large enough effect; inconclusive means small, poorly fitted or top-dose-only effect, or another doubt; inactive means no such curve, though single readings can be large; an effect the other way counts as inactive or inconclusive. Potency means the concentration at half of the fitted maximal effect.

SMILES	HT1080NT lethal	TDP-43 yeast inh	GLP1R cytotox	KB-3-1 cytotox	GLP-1R agonist	SW480 rereplic	HT1080 IDH1KD tx	GLP-1R inv ag	KB-V1 cytotox
CCCCCOc1ccc(/C=C/c2c([N+](=O)[O-])c(=O)n(C)c(=O)n2C)cc1	6%	9%	7%	?	10%	?	7%	-9%	-12%
COC(=O)CCCn1cc(CN2CC(N3CCN(C)CC3)CS2(=O)=O)nn1 (stereo not given)	20%	14%	2%	-13%	5%	.	13%	16%	-2%
COc1ccccc1NS(=O)(=O)c1ccc(C(=O)N2CCCC(C(F)(F)F)C2)cc1 (stereo not given)	-3%	21%	4%	-19%	-5%	-7%	2%	-4%	3%
O=S(=O)(NCCc1ccc(F)cc1)c1cc(C(F)(F)F)ccc1Br	6%	?	1%	0%	11%	-8%	3%	?	0%
Cc1ccc(-c2nn(CC(=O)Nc3cccc(C(F)(F)F)c3)c(=O)c3ccccc23)cc1	.	23%	-2%	-1%	.	.	.	-21%	-7%
Cc1ccnc(SCc2cc(=O)c(OC(=O)c3ccco3)co2)n1	-2%	15%	-17%	13%	1%	-3%	0%	7%	7%
CCCCC(=O)Nc1cc2nn(-c3ccc(OCC)cc3)nc2cc1C	.	18%	-1%	13%	.	.	.	4%	13%
COc1ccc(CCN2C(=O)NC(NS(=O)(=O)c3ccc(NC(C)=O)cc3)(C(F)(F)F)C2=O)cc1OC (stereo not given)	9%	27%&-15%	-6%&-6%	18%&0%	7%	-2%	13%	-3%&1%	15%&17%
CC(C)c1ccc(NC(=O)COc2nncc3ccccc23)cc1	-3%	14%	0%	?	6%	-6%	-8%	?	-20%
C=CCNc1ncnc2c1[nH]c1ccc(Cl)cc12	-1%	-5%	4%	8.2µM*	7%	1%	-27%	2%	?
COc1ccc(S(=O)(=O)NC(C)C)cc1C(=O)NC1CCCCC1	-5%	-9%	-5%	22%	-1%	2%	6%	6%	9%
Cc1cc(S(=O)(=O)NCc2ccc(S(N)(=O)=O)cc2)c(C)s1	3%	9%	9%	27%	-13%	3%	1%	0%	-1%
CC1(C(=O)NNC(=S)NCC2CCCO2)CC1(Cl)Cl (stereo not given)	0%	-6%	-4%	4%	-4%	?	15%	12%	26%
CC[C@]12c3[nH]c4cc(CCC(=O)N(C)C)ccc4c3CCN1C(=O)[C@@H](CC(=O)NC/C=C(\C)CCC=C(C)C)C[C@@H]2C(=O)N1CCN(C(=O)c2ccco2)CC1	?	12%	-19%	?	4%	?	21µM*	?	-3%
COc1ccc2c(c1)c(=O)c(C(=O)c1ccc(F)cc1)cn2CC(=O)Nc1ccc2c(c1)OCCO2	.	21%	6%	2%	1%	.	.	-8%	22%
CC(NC(=O)c1ccccc1O)c1ccccc1 (stereo not given)	0%	?	11%	7%	0%	2%	15%	8%	0%
Clc1ccc(SCc2cn3cccnc3n2)cc1	5%	10%	3%	-9%	22%	-3%	4%	62%[activator]	8%
O=S(=O)(NCc1ccc(Cl)cc1)NCc1ccccc1F	-4%	-12%[0.397 µM]	-11%	18%	16%	-5%	14%	?	-3%
COc1cccc(C(=O)Nc2ccccc2OC(F)(F)F)c1	22%	?	0%	13%	5%	-2%	14%	3%	2%
O=C(Nc1ccc(N2CCN(C(=O)c3ccco3)CC2)cc1)c1ccc(F)cc1	17%	9%	-2%	2%	-7%	2%	18%	-16%	-6%

In the list so far, 2 contain an NH in an aromatic ring:
SMILES	HT1080NT lethal	TDP-43 yeast inh	GLP1R cytotox	KB-3-1 cytotox	GLP-1R agonist	SW480 rereplic	HT1080 IDH1KD tx	GLP-1R inv ag	KB-V1 cytotox
C=CCNc1ncnc2c1[nH]c1ccc(Cl)cc12	-1%	-5%	4%	8.2µM*	7%	1%	-27%	2%	?
CC[C@]12c3[nH]c4cc(CCC(=O)N(C)C)ccc4c3CCN1C(=O)[C@@H](CC(=O)NC/C=C(\C)CCC=C(C)C)C[C@@H]2C(=O)N1CCN(C(=O)c2ccco2)CC1	?	12%	-19%	?	4%	?	21µM*	?	-3%

Continued.
SMILES	HT1080NT lethal	TDP-43 yeast inh	GLP1R cytotox	KB-3-1 cytotox	GLP-1R agonist	SW480 rereplic	HT1080 IDH1KD tx	GLP-1R inv ag	KB-V1 cytotox
CCOC(=O)c1ccccc1NC(=O)COC(=O)C(CC)Oc1ccccc1 (stereo not given)	2%	4%	3%	0%	43%	.	2%	10%	27%
COc1ccc(OCC(=O)Nc2ncc3c(n2)CC(C)(C)CC3=O)cc1	4%	10%	-7%	3%	-1%	-3%	3%	0%	4%
Clc1ccccc1Cn1nnc2c(N3CCOCC3)nc(C3CC3)nc21	0%	?	14%	-27%	1%	-7%	2%	35%[activator]	3.7µM*
O=[N+]([O-])c1ccc(O)c(-c2nc(-c3ccccc3)c(-c3cccs3)[nH]2)c1	?	23%	-28%	-4%	-13%	?	?	0%	-9%
CCN(CC)S(=O)(=O)c1ccc(N2CCCCC2)c(NC(=O)C2=COCCO2)c1	-10%	21%	20%	-2%	10%	5%	-14%	?	-26%
N#Cc1ccc(-n2c(-c3ccccc3)nnc2-c2ccccc2)cc1C#N	0%	?	-9%	4%	2%	-2%	-20%	?	?
O=C(C1CC1)N1CCc2cc(Br)cc(S(=O)(=O)Nc3ccc(F)c(F)c3)c21	.	9%	?	-27%	-6%	.	.	22µM*	?
NS(=O)(=O)c1ccc(NC(=S)NC(=O)/C=C/c2cccs2)cc1	4%	-1%	21%	1%	-2%	-5%	0%	77%[activator]	8%
CCc1ccc(NC(=O)CSc2nc3ccccc3c(=O)n2CCCC(=O)N2CCCC2)cc1	-17%	8%	-7%	?	15%	?	-19%	?	2.9µM*
COC1=C(C)C(O)=C(C(=O)/C=C/c2ccccc2)C(=O)C1(C)C	-9%	-34%[inhibitor]	14%	-5%	-3%	-3%	-1%	?	?
CN(Cc1ccccn1)Cc1cn(Cc2ccccc2)nc1-c1ccc2c(c1)OCO2	-13%	24%	7%	-1%	10%	0%	0%	?	?
O=C(CC1N=C2c3ccccc3N=C(SCC(=O)Nc3cccc(C(F)(F)F)c3)N2C1=O)NCc1cccs1 (stereo not given)	.	11%	-12%	-18%	.	.	.	-21%	15%
CC(C)(C)c1csc(NC(=O)c2cccnc2Cl)n1	-16%	?	0%	-1%	1%	-5%	-9%	-12%	7%
Cc1ccccc1C(=O)Nc1ccc2nc3n(c(=O)c2c1)CCCC3	1%	-3%	-3%	10%	8%	?	9%	114%[activator]	-15%
c1coc(C2Nc3ccccc3C3OCCC23)c1 (stereo not given)	3%	?	-1%	-1%	0%	-4%	5%	-1%	-13%
O=C(Nc1cc(-c2ccccc2)nn1C1CCCCC1)c1ccc(Cl)cc1	-17%	-10%	-18%	0%	-2%	?	-15%	10µM*	?
CC(=O)Nc1ccc(NC(=O)Nc2ccccc2C)cc1	23%	21%	6%	-4%	5%	-9%	4%	19%	-3%
O=C(c1cc2cc(Cl)cc(Cl)c2oc1=O)N1CCOCC1	3%	10%	132%[activator]	4%	-16%	0%	6%	0%	-1%
Cc1ccc(/C=N/N=C2\SCC(=O)N2CC2CC2)cc1	-3%	10%	24%	0%	14%	-3%	-2%	-7%	-13%
Cc1ccc(NC(=O)N2CCc3ccccc32)cc1	-4%	1%	-29%	-15%	-14%	3%	-9%	?	?
CC(C)CN(C(=O)CCC(=O)OCC(=O)N(C)c1ccccc1)c1c(N)n(CC(C)C)c(=O)[nH]c1=O	-1%	16%	10%	0%	-15%	-17%	1%	1%	7%
CCOc1ccc(C(=O)NCc2cccnc2)cc1[N+](=O)[O-]	11%	-22%	-4%	2%	19%	-1%	3%	25%	7%
O=C1NC[C@H](CCCCN2C[C@H](Cc3ccc(O)cc3)N(CCC3CCCCC3)C(=O)C2=O)N(CC2CCCCC2)C1=O	17%	25%	-2%	?	9%	.	6%	19%	?
COC(=O)C(O)(NC(=O)OCc1ccccc1)C(F)(F)F (stereo not given)	-1%	-10%	2%	-1%	2%	-12%	9%	5%	-9%
COc1ccc(CCNC(=O)CN(c2ccc(C)cc2)S(=O)(=O)c2c(C)noc2C)cc1OC	2%	-1%	2%	-15%	6%	-2%	2%	-11%	0%
Cc1c(CC(=O)NCC(=O)N[C@H](Cc2ccccc2)C(=O)O)c(=O)oc2cc(O)ccc12	7%	-6%	195%[activator]	0%	-4%	-1%	-3%	8%	-16%
CCOc1ccccc1N1CCN(C(=O)c2ccc3[nH]c4c(c3c2)CCCC4)CC1	?	?	-1%	0%	2%	1%	?	?	-21%
CCN(CC)S(=O)(=O)c1ccc(=O)n(CC(=O)N2Cc3ccccc3CC2C(N)=O)c1 (stereo not given)	2%	16%	0%	0%	-10%	3%	0%	-2%	12%
Cc1ccc(-n2ncc3c(N4CCCCCC4)ncnc32)cc1	.	?	-1%	-3%	.	.	.	?	-1%
COC(=O)c1ccc(CN2CCN(Cc3ccc(F)cc3)C(CCO)C2)cc1 (stereo not given)	-3%	-6%[9.22 µM]	2%	-22%	8%	-6%	-7%	?	-29%
O=C(c1ccc(F)cc1)N1CCN(c2ccccn2)CC1	-1%	-5%	-4%	2%	-5%	-5%	0%	16%	-7%
O=C(CN1CCC(Cc2ccccc2)CC1)NC(=O)NC1CCCCC1	-1%	-25%	22%	-7%	2%	1%	-2%	?	-5%
Cc1ccc(-c2nc(CS(=O)CC(=O)NC(C)CCc3ccccc3)c(C)o2)cc1 (stereo not given)	-8%	5%	-1%	-19%	0%	?	-3%	8.9µM*	-20%
COc1ccc(Oc2ccc(N/C=C3/CCCC3=O)cc2)cc1	-17%	0%	-1%	7%	10%	-5%	-14%	-18%	6%
COc1ccc(NC(=O)CCS(=O)(=O)c2cc(Br)cc3c2N(C(C)=O)CC3)c(OC)c1	.	17%[9.22 µM]	14%	0%	.	.	.	12%	?
